RGS4 act = RGS4 potentiation or activation | B-score at 10 µM | 310,000 tested, 0.92% active | HEK293 M3R/inducible RGS4, carbachol calcium flux Fluo4; stronger effect = lower value;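 active = B-score of the integrated calcium signal more than 4 SD below the library mean, with starting fluorescence not abnormally high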;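 note: negative B-score means reduced calcium response which marks RGS4 activation or potentiation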
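System: HEK293 FlpIn-TREx cells, stable M3R, doxycycline-inducible RGS4. Timing: overnight RGS4 induction, 30 min dye load 37 °C, 20 min compound RT. Also added: carbachol, ECmax concentration. Measured by: Fluo4 fluorescence kinetic imaging of calcium. Evaluation: integrated calcium ratio converted to B score.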
TRPC4 inh = TRPC4 (mouse) channel inhibition; Q9QUQ5; HEK293 TRPC4beta/mu-opioid, DAMGO-evoked Fluo4 calcium flux; stronger effect = lower value; B-score at 10 µM; 300,000 tested, 0.39% active;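 active = B-score over 3 SD under the library average, no early fluorescence shift, positive overall ratio signal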
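Assay system: HEK293 cells with stable TRPC4beta plus mu-opioid receptor expression. Dosing: single dose. Measured by: Fluo4 Ca2+ flux fluorescence. Also added: DAMGO in two steps, submaximal then maximal. Read-out: B score from integrated Fluo4 fluorescence ratio.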
TRPC6 inhibitor = blocks the mouse TRPC6 cation channel. B-score at 10 µM. HEK293-TRPC6, membrane potential dye, ACh-evoked depolarization; stronger effect = lower value. Q61143. AID 2553. 310,000 tested, 1.1% active;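 active = B-score under library mean minus 3 SD, initial fluorescence not abnormally high, positive integrated signal ratio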;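 note: B-score derived from integrated fluorescence ratio over the kinetic read; more negative B-score means stronger inhibition of depolarization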
SKKanGAS inh = blocks kanamycin growth of S. pyogenes SKKanGAS strain. BacTiter-Glo, 6 h. inhibition, % at 7.5 µM. 300,000 tested, 1.3% active. AID 1662;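 active = mean replicate score, as percent of positive control median, at least 50; inconclusive = mean below 50 but one replicate at or above 50; inactive = mean and every replicate below 50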;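 note: strain carries kanamycin resistance gene driven by streptokinase promoter and grows in 40 µg/ml kanamycin; loss of luminescence reflects streptokinase promoter inhibition or plain growth inhibition; 0% = median of DMSO wells and 100% = positive control at its reference dose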
MrgX1 antagonist = antagonists of human MrgX1 receptor; MRGX1-HEK293 calcium flux, Fluo-4, BAM8-22 antagonism; stronger effect = lower value; Q96LB2; AID 588676; B-score at 10 µM; 310,000 tested, 1.3% active;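 active = calcium-response B-score plate-corrected more than 3 library SD below zero, starting fluorescence within 5 deviations, no agonist response on first addition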;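 note: peak minus trough fluorescence over baseline after final BAM8-22 challenge near maximal dose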
Target sequence (Q96LB2 whole entry, looked up): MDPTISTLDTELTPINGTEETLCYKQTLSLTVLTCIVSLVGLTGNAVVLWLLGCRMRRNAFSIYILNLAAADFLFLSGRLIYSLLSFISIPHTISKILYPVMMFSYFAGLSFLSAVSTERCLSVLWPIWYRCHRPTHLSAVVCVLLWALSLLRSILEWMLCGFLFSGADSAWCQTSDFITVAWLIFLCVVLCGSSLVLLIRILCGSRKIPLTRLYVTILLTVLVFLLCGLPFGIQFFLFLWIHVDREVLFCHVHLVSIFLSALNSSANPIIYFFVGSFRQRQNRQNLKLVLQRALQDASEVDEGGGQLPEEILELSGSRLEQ
Platelet DG rel = modulates dense granule release in human platelets. human platelet-rich plasma, SFLLRN dense granule ATP release, luminescence. inhibition, %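 (compounds screened at 7.5 µM in platelet-rich plasma)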. 300,000 tested, 0.22% active;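 active = mean replicate score, as percent of positive control, at or above 50; inconclusive = mean below 50 but at least one replicate at or above 50; inactive = mean and every replicate below 50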
MrgX1 agonist = agonists of human MrgX1 receptor; Q96LB2; MrgX1-HEK293 cells, Fluo-4 calcium fluorescence, agonist mode; stronger effect = higher value; B-score at 10 µM; 310,000 tested, 0.44% active; AID 588627;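 active = calcium response B-score plate-corrected fluorescence ratio at least 3 library SD, with starting fluorescence B-score inside 5 SD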
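Material: MrgX1-expressing HEK293 cells / Dosing: compound as first of three additions / Incubation: overnight seeding, then 1 h dark dye loading / Signal: Fluo-4 NW calcium fluorescence / Evaluation: B-scored fluorescence response ratio / Benchmarks: positive and negative control wells on each plate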
TRPC6 activator = activators of mouse TRPC6 channel; HEK293-TRPC6 membrane potential dye fluorescence; stronger effect = higher value; AID 2550; Q61143; B-score at 10 µM; 310,000 tested, 0.13% active;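 active = B-score of the integrated fluorescence ratio above library mean plus 3 SD, and starting fluorescence ratio within library mean plus 5 SD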;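 note: higher score means more depolarization so channel activation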
RGS4 inh = human RGS4 inhibition; P49798; 310,000 tested, 0.45% active; B-score at 10 µM; HEK293 M3R/RGS4 inducible, Fluo-4 calcium flux; stronger effect = higher value; triggered by carbachol at its EC20; AID 463165;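 active = B-score, a plate-corrected calcium signal, over three deviations above library mean, with baseline fluorescence within five deviations of library mean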;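 note: RGS4 expression induced by doxycycline in cells with stable M3 receptor; B-score is computed from the integrated fluorescence ratio over baseline after carbachol; higher B-score means a larger calcium signal and so more RGS4 inhibition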
Target sequence (P49798 whole entry, looked up): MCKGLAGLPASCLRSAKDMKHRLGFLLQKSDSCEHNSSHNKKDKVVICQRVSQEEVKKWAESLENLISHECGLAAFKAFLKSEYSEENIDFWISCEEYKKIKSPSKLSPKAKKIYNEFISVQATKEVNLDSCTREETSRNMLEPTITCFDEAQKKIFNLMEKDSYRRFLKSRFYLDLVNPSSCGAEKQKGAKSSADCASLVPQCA
HIF act = HIF pathway transcriptional activation. U2OS HRE-luciferase reporter, luminescence; normalized: DMSO 0%, desferrioxamine 100%. activation, % at 7.5 µM (by protocol). 300,000 tested, 0.32% active;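 active = mean activation of at least 10% of the iron chelator positive control signal, with at least half of replicates also reaching 10%; inconclusive = mean and replicate majority disagree about reaching 10%; inactive = mean and most replicates under 10%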
MrgX1 PAM = human MrgX1 positive allosteric modulation, primary screen | MrgX1-HEK293, Fluo-4 calcium flux, FDSS; stronger effect = higher value | 310,000 tested, 0.63% active | B-score at 10 µM;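 active = plate-corrected calcium response at least 3 library SD above typical, normal starting fluorescence, not activating the receptor alone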;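 note: compound read alongside a low EC10 to EC30 dose of BAM8-22 agonist; peak minus trough fluorescence over baseline measured at the second addition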
Active calls of the source: *; i = inactive; ? = inconclusive; / = not tested or not shown.

Second line of a record – MrgX1 PAM, RGS4 act, RGS4 inh, MrgX1 agonist, HIF act, TRPC4 inh, SKKanGAS inh, TRPC6 activator, TRPC6 inhibitor, MrgX1 antagonist, Platelet DG rel
> Cc1c(NC(=S)NC(=O)c2ccc(-c3ccc(Cl)cc3)o2)cccc1C(=O)O
 : i, i, i, i, -0.3, i, 13, i, i, i, 0
> COc1ccc(N2CCN(CC(O)COC(c3ccc(F)cc3)c3ccc(F)cc3)CC2)cc1 (centres undefined)
 : i, i, i, i, 1.7, i, 1, i, i, i, 8
> O=[N+]([O-])c1ccc(N/N=C/c2ccccc2O)cc1
 : i, i, i, i, ?, i, 7, i, i, -4.9*, -5
> Cc1cc(C)c2c(n1)sc1c(=O)n(CC(=O)c3ccccc3)cnc12
 : i, i, i, i, 0.8, i, 93*, i, i, i, 4
> CC(C)CC(=O)Nc1ccc(-c2cn3cccnc3n2)cc1
 : i, i, i, i, 0.8, i, -2, i, i, i, 5
> O=C(NCCCl)Nc1cccc(Br)c1
 : i, i, i, i, -0.6, i, -17, i, i, i, -6
> Cc1ccc([N+](=O)[O-])cc1N/C=C/C(=O)c1ccco1
 : i, i, i, i, 0.4, i, -4, i, i, i, 10
> Cc1ccccc1N1C(=O)N(c2cccc(C(F)(F)F)c2)C2CS(=O)(=O)CC21 (centres undefined)
 : i, i, i, i, -0.4, i, 3, i, i, i, 0
> COc1cc(OC)cc(C(=O)NNC(=O)c2cc(=O)[nH]c3ccccc23)c1
 : i, i, i, i, -0.9, i, 1, i, i, i, 0
> CCN(CC)C(=S)SC1CCCCN(C(=O)c2ccccc2)C1=O (centres undefined)
 : i, i, i, i, 0.5, i, -7, i, i, i, 2
> CCCc1cc(=O)oc2c(C)c(OS(C)(=O)=O)ccc12
 : i, i, i, i, 0.2, i, -2, i, i, i, /
> COc1ccc(S(=O)(=O)NCc2ccco2)cc1C(=O)N1CCOCC1
 : i, i, i, i, -0.1, i, 6, i, i, i, -16
> COc1ccccc1N1CCN(C2CCCN(C(=O)c3ccoc3)C2)CC1 (centres undefined)
 : i, i, i, i, -2.1, i, -10, i, i, i, -18
> CC(C)(C)NC(=S)NC(=O)C12CCC3CC(CC(C3)C1)C2
 : i, i, i, i, -0.3, i, 16, i, i, i, 5
> CCCCn1c(N)c(N(Cc2ccccc2OC)C(=O)C(C)Oc2ccc(F)cc2)c(=O)[nH]c1=O (centres undefined)
 : i, i, i, i, -1.6, i, -7, i, i, i, -2
> O=S(=O)(c1ccc(Cl)cc1)N1CCC(n2cnc3cc(C(F)(F)F)ccc32)CC1
 : i, i, i, i, -0.3, i, 11, i, i, i, 7
> Cc1ccc([N+](=O)[O-])cc1S(=O)(=O)NCCc1cn2ccccc2n1
 : i, i, i, i, -0.2, i, 2, i, i, i, 1
> COC(=O)[C@H](C)NC(=O)NCc1ccco1
 : i, i, i, i, 0.1, i, 5, i, i, i, 6
> CCOC(=O)c1sc(=S)n(-c2ccccc2OC)c1N
 : i, i, i, i, 0.1, i, -8, i, i, i, -19
> COc1cc2c(cc1OC)C(C)N(C(=O)c1cccs1)CC2 (centres undefined)
 : i, i, i, i, 0.9, i, 2, i, i, i, 8
> Cc1sc(=NC(=O)c2ccco2)n(C)c1-c1ccc(F)cc1
 : i, i, i, i, 1.7, i, -4, i, i, i, 1
> CC(=O)c1ccc(Nc2c3c(c(C#N)c4nc5ccccc5n24)CCC3)cc1
 : i, i, i, i, 0.2, i, 7, i, i, i, 3
> Nn1cc(-c2ccccc2)nc1SCC(=O)NCCN1C(=O)CSC1=O
 : i, i, i, i, 1.4, i, 0, i, i, i, 1
> CCc1cccc(NS(=O)(=O)c2ccc3c(c2)NC(=O)CC(=O)N3)c1
 : i, i, i, i, -0.2, i, -11, i, i, i, -10
> Cc1nc(-c2ccccc2)sc1-c1nnc(C2CC2)o1
 : i, i, i, i, /, i, -3, i, i, i, /
> Cn1cc(Br)c(C(=O)Nc2nccs2)n1
 : i, i, i, i, 0.4, i, -4, i, i, i, -1
> Cc1ccc(CNC(=O)CCn2c(=O)oc3ccccc32)cc1
 : i, i, i, i, -0.6, i, 3, i, i, i, 6
> CCOc1ccc(C(=O)COC(=O)c2c(-c3ccccc3)noc2C)cc1
 : i, i, i, i, 1.6, i, 0, i, i, i, -7
> CC(=O)O[C@H](CC(=O)O)C[N+](C)(C)C
 : i, i, i, i, 0.0, i, -3, i, i, i, -3
> C/C(N)=C(/C#N)C(=O)COc1ncnc2ccccc12
 : i, i, i, i, -0.4, i, -6, i, i, i, 3

Next part.
Second line of a record – MrgX1 PAM, RGS4 act, RGS4 inh, MrgX1 agonist, HIF act, TRPC4 inh, SKKanGAS inh, TRPC6 activator, TRPC6 inhibitor, MrgX1 antagonist, Platelet DG rel
> CCN(CC(=O)Nc1c(F)cccc1F)C(=O)c1ccc(Sc2nncn2C)c([N+](=O)[O-])c1
 : i, i, i, i, 0.5, i, 2, i, i, i, /
> Cc1nn(C)cc1S(=O)(=O)Nc1cccc(Cl)c1
 : i, i, i, i, -0.1, i, 2, i, i, i, -19
> CCC(C)c1ccc(OCC(=O)Nc2ccc(CN3CCOCC3)cc2)cc1 (centres undefined)
 : i, i, i, i, -0.1, i, 2, i, i, i, -1
> Cc1ccc(S(=O)(=O)n2ccc(=O)[nH]2)cc1
 : i, i, i, i, 0.7, i, 2, i, i, i, 7
> Cc1cc(C)nc(SCC(=O)Oc2ccc3oc(=O)cc(C)c3c2)n1
 : i, i, i, i, 0.4, i, 0, i, i, i, 4
> CC1(C)CC(=O)C(C=Nc2ccc(C(=O)c3ccccc3)cc2N=CC2=C(O)CC(C)(C)CC2=O)=C(O)C1
 : i, i, i, i, 0.0, i, -7, i, i, i, 4
> COc1ccc(CCNC(=O)c2cccnc2SC)cc1
 : i, i, i, i, /, i, /, i, i, i, /
> CC(C)CNS(=O)(=O)c1ccc(S(=O)(=O)N2CCCN(Cc3ccccc3)C2)cc1
 : i, i, i, i, -0.7, i, -9, i, i, i, -8
> Cc1ccc(Cn2nnc3c(=O)n(Cc4ccccc4C)cnc32)cc1
 : i, i, i, i, -0.1, i, -6, i, i, i, 0
> COc1cccc(C2NC(=O)NC(C)=C2C(=O)OCCSC)c1OC (centres undefined)
 : i, i, i, i, -0.1, i, -7, i, i, i, 1
> Cc1ccc(C(C)C)cc1OCC(=O)Nc1ccc(N2CCCCC2)cc1
 : i, i, i, i, -2.7, i, 14, i, i, i, -3
> O=c1[nH]c(CSc2nnnn2-c2ccc(Cl)cc2)nc2ccccc12
 : i, i, i, i, -0.1, i, 40, i, i, i, 6
> COCCNc1nc(-n2nc(C)cc2C)nc2sc3c(c12)CCCC3
 : i, i, i, i, 1.1, i, 21, i, i, i, -20
> C/C(=N/NC(=O)c1ccc(Br)o1)c1ccc(C)o1
 : i, i, i, i, /, i, 1, i, i, i, 20
> CCC(C)[C@H](NC(=O)Nc1cccc(OC)c1)C(=O)OC (some centres undefined)
 : i, i, i, i, -0.2, i, -14, i, i, i, -5
> O=C(CCN1CCN(c2ccc([N+](=O)[O-])cc2)CC1)c1ccc(Cl)cc1
 : i, i, i, i, -16, i, -1, i, i, i, -8
> COc1ccc(Br)cc1/C=N/NC(=O)C(c1ccncc1)N1CCOCC1 (centres undefined)
 : i, i, i, i, -0.5, i, 2, i, i, i, 5
> Cc1nc(SCC(C)C)[nH]c(=O)c1Cc1ccccc1
 : i, i, i, i, -0.1, i, 4, i, i, i, -9
> CCOC(=O)C1CCN(C(c2cc3c(C)ccc(C)c3[nH]c2=O)c2nnnn2C2CCCCC2)CC1 (centres undefined)
 : i, i, i, i, -0.5, i, -8, i, i, i, -10
> Cc1ccc(-c2nnc(Nc3ccc(CC(N)=O)cc3)c3ccccc23)cc1S(=O)(=O)NCCO
 : i, i, i, i, 0.1, i, -2, i, i, i, 2
> CCCNc1nc(C)cc(-c2cc(C(=O)NCc3ccccc3)on2)n1
 : i, i, i, i, -0.6, i, -7, i, i, i, 0
> CN(C)CCNc1ncnc2oc(-c3ccccc3)c(-c3ccccc3)c12
 : i, i, i, i, 1.2, i, 5, i, i, i, 0
> Cc1ccc(SCc2[nH]nc3c2C(c2ccco2)C(C#N)=C(N)O3)cc1 (centres undefined)
 : i, i, i, 40*, 1.1, i, 23, i, i, i, 2
> O=[N+]([O-])c1ccc(S(=O)(=O)Nc2nc3ccccc3nc2Nc2ccccc2)cc1
 : i, i, i, i, -0.3, i, 1, i, i, i, 5
> CNc1c(C(=O)O)ccc2c1C(=O)c1ccccc1C2=O
 : i, i, i, i, 0.3, i, 14, i, i, -8.6*, -6
> COc1cccc(NC(=O)N2CCN(c3nc(-c4cccc(OC)c4)cs3)CC2)c1
 : i, i, i, i, 0.3, i, 34, i, i, i, -2
> CNC(=S)N/N=C(\C)c1ccc2c(c1)OCO2
 : i, i, i, i, 0.5, i, -2, i, i, i, 5
> CN(C)c1ccc(P(=O)(OCc2ccccc2)C(O)c2ccccc2)cc1 (centres undefined)
 : i, i, i, i, -0.1, i, 1, i, i, i, 2
> O=Cc1ccc(OCC(=O)Nc2ccccc2-c2ccccc2)cc1
 : i, i, i, i, 0.6, i, 10, i, i, i, -1
> O=C(Nc1cccc(O)c1)C1CCCN1C(=O)OCc1ccccc1 (centres undefined)
 : i, i, i, i, 0.3, i, 0, i, i, i, 17

Other records:
Second line of a record – MrgX1 PAM, RGS4 act, RGS4 inh, MrgX1 agonist, HIF act, TRPC4 inh, SKKanGAS inh, TRPC6 activator, TRPC6 inhibitor, MrgX1 antagonist, Platelet DG rel
> CC1=NN(c2ccc(C(=O)O)cc2)C(=O)/C1=C\c1ccc(OC(=O)c2cccs2)cc1
 : i, i, 13*, i, 0.9, i, /, i, i, i, 8
> Cn1c(=O)c([N+](=O)[O-])c(Cl)c2ccccc21
 : /, i, i, /, 0.0, i, -3, i, i, /, -9
> CCN(CC)CCCNC(=S)N(Cc1cccnc1)Cc1cc2cc(C)ccc2[nH]c1=O
 : i, i, i, i, -0.1, i, -3, i, i, i, -2
> CCOC(=O)C1CCCN(C(=O)c2cc3c(-c4cccc(OC)c4)nn(C)c3s2)C1 (centres undefined)
 : i, i, i, i, 1.6, i, 15, i, i, i, -3
